# Source: PubChem (SRMLSC)
# SKBR3 24h inh: SK-BR-3 proliferation inhibitors; 0.47% of 41,000 active; viability, % at 10 µM; AID 847; SK-BR-3 viability, CellTiter-Glo ATP luminescence, 24 h; stronger effect = lower value;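 active = viability at or below the median of all test compounds minus 3 SD, in both replicates if run twice, cut at about 45% in these data; inconclusive = duplicate replicates that disagree with each other; inactive = viability above that cutoff in every replicate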;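 note: 100% = median untreated cell wells and 0% = median positive control drug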
# Numbers without * were called inactive; ? = inconclusive.
SMILES,SKBR3 24h inh
COc1cc(-c2nc3n(n2)C(c2ccc(F)cc2)C2=C(CCCC2=O)N3)cc(OC)c1OC (stereo not drawn),82
CCOC(=O)CSc1nc2ccccc2n1CC(=O)NC(C)(C)C,98
CN(C)CCNc1oc(COc2cccc(Cl)c2)nc1C#N,96
COc1cc(C2C(C#N)=C(N)Oc3n[nH]c(C)c32)cc2c1OCO2 (stereo not drawn),82
O=C(Cc1ccccc1)Nc1ccccc1N1CCN(c2ccccc2)CC1,92
CSc1nsc(SC)c1NC(=O)Nc1ccccn1,80
COC(=O)CN(Cc1ccco1)S(=O)(=O)c1ccccc1,95
COCc1cc(C)nc2sc3c(=O)oc(C)nc3c12,74
O=C(NCCCN=C1NS(=O)(=O)c2ccccc21)c1ccc(S(=O)(=O)N2CCCCC2)cc1,84
CCCc1nnc(NC(=O)c2cccc(OC)c2)s1,91
COc1ccc(-c2nc3oc4cc(OC)ccc4c(=O)c3c(=O)n2Cc2ccco2)cc1,108
CCNc1nc(NC(C)C)nc(N(C#N)CCOc2ccc(Cl)cc2Cl)n1,86
CCOC(=O)C(NC(C)=O)(N1CCOCC1)C(F)(F)F (stereo not drawn),85
CN(c1ccc(C(=O)NCCC2=CCCCC2)cc1)S(C)(=O)=O,92
O=C(NCc1ccc2c(c1)OCO2)c1nn2cccnc2c1Cl,87
CCOC(=O)c1ccc(NS(=O)(=O)c2ccc(SC)cc2)cc1,92
COc1ccc(-c2ccc(-c3nnn(CC(C)=O)n3)cc2)cc1,116
COc1cccc(-n2c(C)nnc2SCC#N)c1,99
CCCc1cc(C(=O)Cc2ccc(F)cc2)c(O)cc1O,16*
O=C(COc1ccccc1)N1CCN(c2nnc(-c3ccccc3)c3ccccc23)CC1,81
Cc1ccc(S(=O)(=O)CC(C)N2CCOCC2)c(S(=O)(=O)CC(C)N2CCOCC2)c1 (stereo not drawn),89
c1cnc(N2CCN(Cc3c[nH]c4ccccc34)CC2)nc1,87
COCC(C)NC(=O)c1ccc(N(C)C)cc1 (stereo not drawn),93
O=C(Nc1ccc(NC(=O)C2CC2)nc1)c1cccc(F)c1,108
CCOc1ccccc1C(=O)NCCC(=O)O,91
SMILES,SKBR3 24h inh
COC(=O)[C@H](C)NC(=O)Nc1cccc(C(F)(F)F)c1,93
O=C(CCCC(=O)N(CC(=O)NC1CCCC1)Cc1ccc(F)cc1)Nc1ccccn1,87
COC(=O)C1=C(C)N(c2cccc(C(C)=O)c2)C(=O)C1,93
CC(=O)c1c(N2CCN(c3ccccc3)CC2)nc(=S)n(-c2ccccc2)c1C,87
CCOC(=O)N1CCN(C(=O)C2CCC(C(=O)N3CCN(C(=O)OCC)CC3)CC2)CC1 (stereo not drawn),110
COc1ccc(N2CCN(Cc3nc(N)nc(Nc4ccccc4OC)n3)CC2)cc1,78
CC(NC(=O)OC(C)(C)C)C(=O)N1CCCC1C(=O)NC(Cc1ccccc1)C(N)=O (stereo not drawn),121
CCOC(=O)C(C(=O)OCC)C(CC(=O)C1CC1)c1ccccc1 (stereo not drawn),87
CCOc1cc(NC(=O)c2ccco2)c(OCC)cc1NC(=O)CCC(=O)NCc1cccnc1,98
CCC(C(=O)N1CCc2cc(OC)c(OC)cc2C1)c1ccccc1 (stereo not drawn),85
Cc1ccc2cc(CN(C(=O)c3ccco3)c3ccccc3)c(=O)[nH]c2c1,87
Cc1ccc(-c2nn3c(C)nnc3s2)cc1NC(=O)c1ccc(-c2ccc(Cl)cc2Cl)o1,?
Cc1ccc(C)c(N(CC(=O)N(C)C)S(C)(=O)=O)c1,82
CN1CCN(Cc2c(O)c(Cl)cc3c(-c4ccccc4)cc(=O)oc23)CC1,91
C=CCn1c(NCCOC)nc2c1c(=O)n(C)c(=O)n2C,97
COC(=O)COc1ccc(S(=O)(=O)Nc2ccccc2SC)cc1,92
CCOc1ccc2nc(NS(C)(=O)=O)sc2c1,87
COC(=O)CCC/C=C1/SCC(NC(=O)c2ccccc2)C1O (stereo not drawn),100
O=c1c2ccccc2n(Cc2cccc(F)c2)c(=O)n1C1CCCC1,75
Cc1ccc2nsnc2c1S(=O)(=O)NCc1ccncc1,92
O=C(NCc1cccs1)c1noc2c1CCCCC2,98
COc1cccc(C2Nc3ccccc3C(=O)N2O)c1O (stereo not drawn),77
O=C(CN1CCOCC1)Nc1ccc(Br)cn1,102
Cc1ccccc1CS(=O)(=O)CCC(=O)NCCCN1CCOCC1,102
CC(C)CC(NC(=O)C1CCCN1C(=O)OC(C)(C)C)C(=O)NCC(N)=O (stereo not drawn),101
SMILES,SKBR3 24h inh
CN1CCN(/C=C2\SC(=S)NC2=O)CC1,98
Cc1cc(C(=O)NCc2ccccc2)no1,88
Cc1cc(C)c2cc(CN(Cc3nnnn3C3CCCCC3)CC3CCCO3)c(=O)[nH]c2c1 (stereo not drawn),85
CCN1C(=O)/C(=C/N(C)c2ccccc2)OC1=S,80
O=C(Nc1ccccc1C(=O)N1CCCCC1)c1cccc(S(=O)(=O)N2CCOCC2)c1,89
COn1c(=S)[nH]c2ccccc2c1=O,104
COc1cc(OC)cc(-c2nc(-c3ccccc3OC)no2)c1,98
CCOC(=O)c1ccc(NC(=O)CCNc2c(N3CCCC3)c(=O)c2=O)cc1,93
C=CCSc1nc2c(c(=O)[nH]c(=O)n2C)n1C(C)C,83
CCSc1nc(-c2ccccc2)c(C#N)c(=O)[nH]1,96
COc1ccc(C2CC(=O)N3CN(Cc4ccco4)CSC3=C2C#N)cc1 (stereo not drawn),84
Cc1cccc(N2C(=O)SC(N(C)c3ccccc3)C2=O)c1 (stereo not drawn),99
CCN1CCc2c(C#N)c(N3CCCCC3)nc(N3CCOCC3)c2C1,119
CC(=O)NC1C(=O)N=C(SCC(=O)NC2CCCCC2)NC1=O (stereo not drawn),83
CCOC(=O)c1cn[nH]c1N,85
COc1ccc(OC)c(NC(=O)CSCC(=O)O)c1,91
O=C1c2ccccc2C(=O)N1CCCCN(C(=O)c1ccco1)c1ccc(Cl)cc1,85
CN(CC(O)COc1ccc(OCC(O)CN(C)C2CCCCC2)cc1)C1CCCCC1 (stereo not drawn),72
COc1ccc(-c2c3c(=O)n(C)c(=O)n(C)c3c3nnc4ccccc4n23)cc1,114
COc1ccc(CCNC(=O)c2ccc3c(c2)NC(=O)C(N2CCOCC2)S3)cc1OC (stereo not drawn),73
Nc1ccc(-c2n[nH]c(=O)c3ccccc23)cc1N,86
CCOC(=O)N1CCN(C(=O)CN(C)S(=O)(=O)c2ccc3c(c2)C(C)(C)C(=O)N3C)CC1,88
Nc1nnc(-c2ccncc2)s1,101
Cc1ccc(C(=O)NC2CC(C)(C)NC(C)(C)C2)cc1C,114
CCOC(=O)N1CCN(C(=O)CSc2nnc(-c3ccc(Cl)s3)o2)CC1,95
SMILES,SKBR3 24h inh
Cc1[nH]nc2c1/C(=N\O)CC(C)(C)C2,102
CCC1CCCCN1C(=O)N[C@@H](Cc1ccccc1)C(=O)O (stereo partly drawn),121
COc1ccc(C2(O)CCN(C(=O)c3c(F)cccc3F)CC2)cc1,94
CCn1c(=O)n(CC)c2cc(S(=O)(=O)NCCOc3ccccc3)c(C)cc21,89
CCOC(=O)N1CCN(CCC(=O)Nc2ccc(OC)cc2)CC1,88
O=C1NCCCC1C(=O)Nc1cccc(C(F)(F)F)c1 (stereo not drawn),71
CCN(CC)S(=O)(=O)c1cc(C(=O)Nc2nncs2)c(Cl)cc1Cl,87
O=C(Nc1ccccc1C(=O)NCC1CCCO1)c1ccco1 (stereo not drawn),112
COC(=O)C1=CN(C)C=C(C(=O)OC)C1c1ccc(O)c(OC)c1,101
O=C(CCSc1nc(-c2ccco2)cc(C(F)(F)F)n1)NCCc1ccccc1,63
Cc1cc(N(C(=O)c2ccco2)C(C(=O)NC2CCCCC2)c2ccccc2)ccc1-n1cnnn1 (stereo not drawn),87
O=C(O)CC(c1ccccc1)n1cnnn1 (stereo not drawn),113
O=C(Nc1cccc2ccccc12)c1ccc(Br)o1,98
O=C(O)CCCc1nc2ccccc2s1,92
COc1ccc(CNC(=O)CN(C(=O)c2ccc(CN3CCOCC3)o2)C2CCCC2)cc1,95
COc1ccc(OC)c(S(=O)(=O)Nc2ccccc2C)c1,97
c1ccc(-c2noc(CSc3nnnn3C3CCCCC3)n2)cc1,54
Cc1cccc(NC(=O)CN(C)S(=O)(=O)c2ccccc2)n1,87
N#C/C(=C\c1cccs1)Sc1nc2ccccc2s1,84
COc1ccc(S(=O)(=O)N2CCCCC2C(=O)O)cc1OC (stereo not drawn),95
CCc1nc(N2CCN(C(=O)c3ccco3)CC2)c2oc3ccccc3c2n1,67
CC1CC(C)CN(S(=O)(=O)c2ccc(C(=O)N3CCN(c4ccccc4)CC3)cc2)C1 (stereo not drawn),97
CCN(CC)C(=O)CN1C(=O)C2(OCC(C)(c3ccccc3)CO2)c2ccccc21 (stereo not drawn),91
CCCCS(=O)(=O)C(=C1Nc2ccccc2N1)S(=O)(=O)CCCC,81
CCOc1ccc(-n2c(SCC(N)=O)nc3c(c2=O)SCC3)cc1,78
SMILES,SKBR3 24h inh
O=C(Nc1nnc(-c2ccccc2)s1)c1ccc(Cl)c(S(=O)(=O)N2CCOCC2)c1,100
CC1=Nn2c(nnc2C2CCCCC2)SC1,113
Cc1ccc(NCc2nnc(SCCN3CCCCC3)n2CC2CCCO2)c(C)c1 (stereo not drawn),95
Cn1c(=O)c2c(ncn2CCN(CCO)Cc2ccccc2)n(C)c1=O,99
COC(=O)c1[nH]c2ccccc2c1NC(=O)CN1CCN(c2cccc(Cl)c2)CC1,102
Cc1ccccc1OCC(=O)N(Cc1ccc(N(C)C)cc1)C1CCS(=O)(=O)C1 (stereo not drawn),93
COCc1[nH]nc2c1C(c1ccc(OC)c(OC)c1)C(C#N)=C(N)O2 (stereo not drawn),134
Cn1c(=O)c2c(nc(Br)n2CCSc2nnnn2-c2ccccc2)n(C)c1=O,89
COc1ccccc1N1CCN(C(=O)CN(Cc2ccccc2)S(C)(=O)=O)CC1,89
CC(=O)NC(C(=O)NCC(N)=O)C(C)C (stereo not drawn),91
O=C(CN1C(=O)CSc2ccccc21)Nc1ccccc1C(=O)N1CCOCC1,85
Cc1ccnc(NC(=O)c2ccc(NC(=O)c3ccco3)cc2)c1,73
O=C(Nc1ccc2c(c1)OCO2)Nc1ccc(Br)cn1,90
O=C(NC1CCCC1)C1CC(=O)N(CCc2ccccc2)C1 (stereo not drawn),102
Cn1c(CN2CCOCC2)nnc1SCC(=O)NC1CCCCC1,91
CC(C)c1[nH]nc2c1C(c1ccc(OC(=O)c3ccco3)cc1)C(C#N)=C(N)O2 (stereo not drawn),89
O=C(Nc1ccc2c(c1)oc1ccccc12)c1cccnc1,92
Cc1ccc(C(=O)NCCNC(=O)CN2CCCC2)cc1,82
CCOC(=O)N1CCN(C(=O)CSc2ncccn2)CC1,85
CCn1cc(Br)c(C(=O)Nc2ccc(F)c(Cl)c2)n1,83
COc1ccc2nc(SCC(N)=O)[nH]c2c1,81
Cc1cc(C)cc(OCCCC(=O)O)c1,94
COc1ccc2c(-c3ccccc3)cc(N3CCOCC3)nc2c1,90
COc1ccc(S(=O)(=O)N2CCN(C(=O)c3cccs3)CC2)cc1OC,108
Cn1c(=O)[nH]c(=O)c2c1nc(N1CCOCC1)n2CC(O)COc1ccc2ccccc2c1 (stereo not drawn),81
SMILES,SKBR3 24h inh
Clc1ccc(Nc2nc(NCCN3CCOCC3)nc(N3CCOCC3)n2)cc1,74
Cc1cc(=O)[nH]c(=S)[nH]1,110
Oc1[nH]c2ccccc2c1OCc1ccncc1,90
CCn1c(COc2ccc3c(c2)CCCC3)nnc1SCC(=O)Nc1nccs1,101
Nc1nc(-c2ccc(Br)s2)c(Br)s1,77
CC(C)N(C(=O)CSc1nn2c(=O)c(C(C)(C)C)nnc2s1)c1ccccc1,84
Cc1cc(NCc2ccccc2Cl)n2nnnc2n1,93
CCC(=O)N(Cc1cc2c(C)cc(C)cc2[nH]c1=O)C1CCCCC1,86
Cn1cnc2c1c(=O)n(Cc1cccc(Br)c1)c(=O)n2C,97
COC(=O)C1CCN(C(=O)c2ccccc2NC(C)=O)CC1,103
O=S(=O)(Nc1cccc(C(F)(F)F)c1)c1cccnc1,87
Cc1csc(NC(=O)C2CCCN2C(=O)OCC(C)C)n1 (stereo not drawn),101
COc1ccc(NC(C)=O)cc1NC(=O)CSc1nc2ncccc2[nH]1,113
O=C(c1ccccc1)N1CCN(c2ccccc2F)CC1,97
CCOC(=O)c1c(C)[nH]c(C)c1C(=O)COC(=O)CCOc1ccccc1OC,78
CC(C)CCNc1nc2c(c(=O)[nH]c(=O)n2C)n1CC(O)COC(C)C (stereo not drawn),109

# These rows are one share of the data; count on the stated rates, not on these rows.
